# Bioassay records as filed in PubChem BioAssay.
# Pf apPOL inh – Pf-apPOL DNA polymerase inhibition; Recombinant Pf-apPOL, molecular beacon fluorescence, 1.5 h; inhibition, % at 10 µM; 210,000 compounds, 0.25% hits; AID 1794808
# mHTT-CaM PPI inh – inhibitors of human mutant huntingtin-calmodulin interaction; inhibition, % at 15 µM; AlphaScreen His-mHTT/GST-CaM binding, luminescence; P42858; 190,000 compounds, 3.6% hits;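 also: 0% = both proteins with DMSO and 100% = one protein alone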
# Numbers without * were called inactive; i = inactive; · = not tested or not shown; & = joins results of further samples. Rule as the data show it: active = inhibition above about 50%; inactive = the rest.
SMILES	Pf apPOL inh	mHTT-CaM PPI inh
CCC(=O)NCCc1csc(C2CCCN(C(=O)c3ccc(C)cc3)C2)n1 (stereo not drawn)	-1	3
C=CCSC1=C(C#N)C(C)(C)C(C#N)C(=O)N1 (stereo not drawn)	-5	-6
COc1nn(C)cc1C(=O)N1CCC(C(=O)Nc2ccc(-n3cnnn3)cc2)CC1	2	-3
O=C1C(=O)N(c2nccs2)C(c2cccs2)C1=C(O)c1ccc(Cl)cc1 (stereo not drawn)	17	31
O=C(OCCNc1ccc([N+](=O)[O-])cn1)c1ccc([N+](=O)[O-])o1	0	·
CCC(SCCSC(CC)C(=O)Nc1nnc(C)s1)C(=O)Nc1nnc(C)s1 (stereo not drawn)	-5	5
COc1cccc2cc(C(=O)Nc3ccc(C)cc3C)c(=O)oc12	-5	1
COc1ccc(Cl)cc1NC(=O)CN1CCC(c2nc(-c3cccc(F)c3)no2)CC1	-2	-8
COc1ccc(Cl)cc1NC(=O)N1CC(=O)Nc2ccccc21	-12	-8
CCc1nc(C)nc(N2CCN(C(=O)NC(C)C)CC2)c1Cc1ccccc1F	0	2
CCCc1ccc(OCC(=O)Nc2ccc(OC)cc2OC)cc1	-7	-24
COc1cc(C(=O)Nc2cccc(NC(=O)c3cc(F)c(F)cc3Cl)c2)cc(OC)c1OC	-8	31
CN(C)c1ccc(C(=O)N2CCC(c3cnn(-c4ccc(F)cc4)c3)CC2)cc1	-1	4
Cc1ccccc1CNC(=O)Cc1cn(C)c2ncccc12	4	12
CCn1cc(CC(=O)N2CCC(N3CCCCC3)CC2)c2cccnc21	-1	-3
COc1ccc(N2C(=O)C3C(c4ccc(OC)cc4O)NC(C)(C(=O)O)C3C2=O)cc1 (stereo not drawn)	-11	-3
O=C(CSc1cn(Cc2ccc(F)cc2)c2ccccc12)N1CCCC1	-2	21
FC(F)(F)c1cc(-c2ccco2)nc(-n2nnc3ccccc32)n1	-4	-1
CCCCN(C)C(=O)c1nn(-c2cc(OC)cc(OC)c2)c(=O)c2ccccc12	-2	7
C=CCN(c1ccccc1C(=O)NCC(=O)O)S(=O)(=O)c1ccccc1Cl	2&0	·

# (further entries)
SMILES	Pf apPOL inh	mHTT-CaM PPI inh
COc1ccc2nc(SCC(=O)Nc3cccc(C)c3)[nH]c2c1	-3&2	3&3
CCOc1ccc(-n2c(=O)c3sccc3n(Cc3ccccc3C#N)c2=O)cc1	-4	-4
COc1ccc(NC(=O)C2CCN(c3cc(N4CCCC4)ncn3)CC2)cc1OC	-8	17
Cc1noc(C)c1C(=O)N1CCN(Cc2ccc3c(c2)OCO3)CC1	-7	·
COc1ccc(Cl)cc1N(CC(=O)NCC1CCCO1)S(C)(=O)=O (stereo not drawn)	-8	0
C=CCc1ccc(OCCCOc2ccccc2[N+](=O)[O-])c(OC)c1	-11	-24
NS(=O)(=O)c1ccc2nc(NC(=O)c3sc4ccccc4c3Cl)sc2c1	2	5
CCc1ccc(NC(=O)c2cc(S(=O)(=O)NC3CCCCC3C)ccc2F)cc1 (stereo not drawn)	-4	-1
COc1ccccc1OCC(=O)NCc1ccc(C)cc1	-2	-6
CN1C(=O)C2CCCCN2c2ccc(C(=O)N3CCN(C(=O)c4ccco4)CC3)cc21 (stereo not drawn)	0	8
O=[N+]([O-])/C(C(Cl)=C(Cl)Cl)=C(\Nc1cccc(Br)c1)n1cccn1	3	9
COc1cc(-c2nnc(COc3ccc(Cl)cc3Cl)o2)cc(OC)c1OC	-6&-10&-6	-19&3&4
Cc1cccc(CS(=O)(=O)Cc2ccc(C(=O)NC3CC3)o2)c1	-12	-2
CN(C)c1cccc(-c2nc(-c3ccc(=O)[nH]c3)no2)c1	2	-2
CCN1c2cc(F)ccc2C(=O)NC12CCN(C(=O)c1ccccc1C)CC2	-3	0
Cc1cccc2c1SC1CCCCC1OC(=O)N2 (stereo not drawn)	-6&-10	-7&2
COc1ccc(CCNS(=O)(=O)c2ccc3[nH]c(=O)sc3c2)cc1OC	1	3
O=C(c1cccc(C(F)(F)F)c1)N1CCN(c2nc(CN3CCOCC3)cs2)CC1	-7	6
Cc1ccc(-n2nc3c(c2NC(=O)CCc2ccccc2)CS(=O)(=O)C3)cc1	6	3
Cc1ccc(-c2nc(C)c(C(=O)N3CCC(C(C)C(=O)N4CCCCC4)CC3)s2)cc1 (stereo not drawn)	5	33

# Among those listed so far, three contain a nitro group on carbon:
SMILES	Pf apPOL inh	mHTT-CaM PPI inh
O=C(OCCNc1ccc([N+](=O)[O-])cn1)c1ccc([N+](=O)[O-])o1	0	·
C=CCc1ccc(OCCCOc2ccccc2[N+](=O)[O-])c(OC)c1	-11	-24
O=[N+]([O-])/C(C(Cl)=C(Cl)Cl)=C(\Nc1cccc(Br)c1)n1cccn1	3	9

# Taken from above.
# Cc1noc(C)c1C(=O)N1CCN(Cc2ccc3c(c2)OCO3)CC1 | Pf apPOL inh = -7
# Cc1cccc2c1SC1CCCCC1OC(=O)N2 (stereo not drawn) | Pf apPOL inh = -6&-10

# The list goes on.
SMILES	Pf apPOL inh	mHTT-CaM PPI inh
COc1cccc(CCC(=O)N2CCCN(c3ncccc3-c3nc(C)no3)CC2)c1	-8	-9
COc1cccc(C2CC(c3ccc(Cl)cc3)=NC3(CCN(C(C)=O)CC3)N2)c1O (stereo not drawn)	-2	58*
Cc1ccc(CNC(=O)NCCC2CCN(C(=O)NC3CCCCC3)CC2)cc1	-2	6
Cc1ccc(NC(=O)c2cc(I)ccc2Cl)c(C)c1	4	-9
O=C(NCCc1ccccc1)C1c2ccccc2C(=O)N1Cc1ccc(F)cc1Cl (stereo not drawn)	-4	2
Cc1noc(-c2nn(C)c3c2CN(C(=O)Cc2ccc(Cl)cc2)CC3)n1	-1	3
Cc1ccc(-c2nnc(C)c(NC3CC3)n2)cc1	-2	16
Cc1cccc(C(=O)N2CCC(C(=O)NCc3csc(-c4cccs4)n3)CC2)c1	9	9
COc1ccc(CNC(=O)N2CCN(C3=CC4=NC(C)CN4C=N3)CC2)cc1 (stereo not drawn)	-1	2
CCCCN(CC)C(=O)c1cccs1	-7	-2
CS(=O)(=O)N1CCC(C(=O)N2CCC(Cn3ccnc3)CC2)CC1	-4	-13
CC(C)(CN1C(=O)C(Cl)=C(Cl)C1=O)CN1C(=O)C(Cl)=C(Cl)C1=O	12	·
Cn1nc(NC(=O)C=Cc2ccc(OC(F)(F)F)cc2)c2c(F)cccc21	-25	·
O=C(CN1CCN(c2cccc(Cl)c2)C1=O)NCc1c(F)cccc1F	-2	-14
Cc1ccc(CN(C)C2CCN(C)CC2)s1	-6	-6
CCC(=O)N1CCCN(C2=NS(=O)(=O)C(c3ccc(CC)cc3)=C2C)CC1	-2	6
Cc1cc(-c2ccc(/C=C/[N+](=O)[O-])o2)c([N+](=O)[O-])cc1C	3	65*
CCNC(=O)Nc1cc(C)ccc1N1CCCN(Cc2ccc(F)c(F)c2)C1=O	-3	-5
CN1CC(=Cc2cccc3ccccc23)C(=O)C(=Cc2cccc3ccccc23)C1	34	·
Cc1ccc(-n2c(SCC(=O)Nc3ccccc3)nc3c(c2=O)SCC3)cc1	-6	6

# Record cards, from the list above:
# Results for Cc1ccc(-c2nc(C)c(C(=O)N3CCC(C(C)C(=O)N4CCCCC4)CC3)s2)cc1 (stereo not drawn) → Pf apPOL inh = 5; mHTT-CaM PPI inh = 33
# Results for COc1cc(-c2nnc(COc3ccc(Cl)cc3Cl)o2)cc(OC)c1OC → Pf apPOL inh = -6&-10&-6; mHTT-CaM PPI inh = -19&3&4

# Remaining list, next part:
SMILES	Pf apPOL inh	mHTT-CaM PPI inh
N/C(=N\OC(=O)c1ccco1)c1ccc(Cl)cc1	-2	i
COc1ccc2[nH]cc(CCN3CC(C(=O)Nc4nnc(C(C)C)s4)CC3=O)c2c1 (stereo not drawn)	-1	10
Cc1ccc([N+](=O)[O-])cc1NC(=O)C(C)Oc1ccccc1 (stereo not drawn)	0	-9
COc1ccc(-c2nsc(SCC(=O)Nc3ccc4c(c3)OCCO4)n2)cc1	1	-8
COc1ccc(C(C)NC(=O)C2CCN(c3cncnc3N3CCN(C)CC3)CC2)cc1 (stereo not drawn)	-1	6
Cc1cccc(-c2nc(N3CCCC3)c3ccccc3n2)c1	-4	-2
Fc1cc(F)cc(Cc2nc(-c3cccs3)no2)c1	-11	·
O=C(c1cccs1)N1CCN(c2ccc([N+](=O)[O-])c(NCc3ccco3)c2)CC1	-5	6
CN(C)C=CC(=O)c1ccccn1	39	·
O=[N+]([O-])c1cc(F)c(N2CCOCC2)cc1N1CCCCC1	-12	26
COCCn1c(C2CCN(S(=O)(=O)c3ccc4c(c3)CCCC4)C2)nc2ccncc21 (stereo not drawn)	-3	4
CCOC(=O)c1c(C(C)(C)C)oc2cc(Br)c(OCc3ccc(C(=O)OC)cc3)cc12	-4	-2
C(=C\c1ccco1)/c1nc2ccccc2[nH]1	-3	49
Cc1cc(C)c(-c2noc(C)n2)c(NC(=O)c2cc(F)ccc2F)n1	1	-7
CC(C)Cn1cc2c3c(cccc31)CN(C(=O)NCC1CCCO1)CC2 (stereo not drawn)	-4	26
CCC(NC(=O)C1C2CCC(C2)C1C(=O)O)c1ccccc1 (stereo not drawn)	-4	6
O=C(NC=Cc1ccsc1)Nc1cc(Cl)ccc1F	0	·
Cc1cc(=O)n(CC(=O)Nc2ccc(F)c(C(F)(F)F)c2)cn1	-5	-16
CN(C)C(=O)c1cc2cn(C3CCCC3)cc2s1	2	4
COc1cccc(C(=O)Oc2coc(CSc3nccc(C)n3)cc2=O)c1OC	-6	34

# Carrying on.
SMILES	Pf apPOL inh	mHTT-CaM PPI inh
N#Cc1c(SCC(=O)NC2CC2)nsc1SCC(=O)NC1CC1	-3	-2
COc1cc(O)c(CN2CCCC2)c2oc(-c3ccccc3)cc(=O)c12	0	3
c1ccc2c(c1)nc1n2C2(N3CCOCC3)CCCC2C1N1CCOCC1 (stereo not drawn)	-1	2
COc1ccc(Br)c(OC)c1C(=O)NC(=O)Nc1cc(Cl)cc(Cl)c1	-4	·
CN(C(=O)CSc1ccc(Cl)cc1)c1ccccc1C(=O)NC1CCCCC1	-8	·
COC(=O)c1sccc1S(=O)(=O)NCC1CCN(C(=O)Oc2ccccc2)CC1	-12	-2
CSc1ccc(/C=C2\SC(=O)N(CN3CCCCC3)C2=O)cc1	-6	8
CCOc1ccc(-c2cc3n(n2)CCCN(C(=O)NCCOC)C3)cc1	-2	13
Cc1ccc(NC(=O)C2(C)CC2(Cl)Cl)nc1 (stereo not drawn)	-4&-2	-2&1
O=c1c2ccccc2n(Cc2ccccc2Cl)c(=O)n1Cc1ccco1	-5	2
O=C(O)c1cccc(NS(=O)(=O)c2cccc(C(=O)Nc3ccccc3)c2)c1	1	-1
O=C(NC1CCCCC1)c1ccccc1N(Cc1ccccc1)S(=O)(=O)c1ccccc1	6	5
CC(=O)Nc1ccc(C2C(C#N)=C(N)OC3=C2C(=O)CC(c2ccccc2)C3)cc1 (stereo not drawn)	0	0
CCc1nc(-c2cccnc2N2CCCC(C(=O)NCCN3CCCCC3)C2)no1 (stereo not drawn)	-4	5
CC(C)(Oc1ccc(Cl)cc1)C(=O)N1CCN(c2cccc(Cl)c2)CC1	-6	20
CC1(C)CC(=O)C2=C(C1)OC1=C(C(=O)CC(C)(C)C1)C2c1ccc([N+](=O)[O-])s1	1&-9	·
Cn1nc(-c2nc(-c3ccccc3F)no2)c2c1CCN(C(=O)NC1CCCC1)C2	-11	33
COc1ccc(C2(O)N=C(C(F)(F)F)NC(SC)=C2C#N)cc1 (stereo not drawn)	-2	·
N#Cc1nc(N2CCCC2)nc(N(c2ccccc2)c2ccccc2)n1	·	-4
COc1ccc(C=NN=C(NC(=O)Nc2ccccc2)SCc2ccc(F)cc2)cc1	-10	·

# Later entries
SMILES	Pf apPOL inh	mHTT-CaM PPI inh
Cc1nn(-c2nc3ccccc3s2)c2c1C(c1ccccc1)CC(=O)N2 (stereo not drawn)	1	-4
COc1ccc(C=C2Oc3cc(OC(=O)C(C)(C)C)ccc3C2=O)c(OC)c1	1	-12
CCOC(=O)c1ccc(NC(=O)N2CC(C)Oc3ccc(C)cc32)cc1 (stereo not drawn)	-10	5
Cc1oc(C2CCN(S(=O)(=O)c3cccc(C#N)c3)CC2)nc1C(=O)N(C)C	-3	-6
CN1C(=O)CC(N2CCN(C(=O)c3ccccc3)CC2)C1=O (stereo not drawn)	-5	-5
Cc1c(C(=O)Nc2ccc(I)cc2Cl)cccc1[N+](=O)[O-]	-4	2
COc1ccc(N(CC(=O)Nc2ccc3c(c2)OCO3)S(C)(=O)=O)c(OC)c1	-1	5
COc1ccccc1NC(=O)N1CCC(CNC(=O)C(=O)Nc2ccc(C)c(F)c2)CC1	-5	2
Oc1oc(-c2ccc(Br)cc2)nc1C=Nc1ccc(I)cc1	-4	3
O=C(Oc1ccccc1)N1CCN(c2ccc([N+](=O)[O-])cc2)CC1	-6	-3
Cc1cccc(CNC(=O)c2cnn3c4c(cnc23)CC(C)CC4)c1 (stereo not drawn)	-4	5

# Already shown: entries from further up.
SMILES	Pf apPOL inh	mHTT-CaM PPI inh
Cc1nn(-c2nc3ccccc3s2)c2c1C(c1ccccc1)CC(=O)N2 (stereo not drawn)	1	-4
COc1ccc(C=C2Oc3cc(OC(=O)C(C)(C)C)ccc3C2=O)c(OC)c1	1	-12
CCOC(=O)c1ccc(NC(=O)N2CC(C)Oc3ccc(C)cc32)cc1 (stereo not drawn)	-10	5
Cc1oc(C2CCN(S(=O)(=O)c3cccc(C#N)c3)CC2)nc1C(=O)N(C)C	-3	-6
CN1C(=O)CC(N2CCN(C(=O)c3ccccc3)CC2)C1=O (stereo not drawn)	-5	-5
Cc1c(C(=O)Nc2ccc(I)cc2Cl)cccc1[N+](=O)[O-]	-4	2

# Compounds as they come. About 3.5% of those tested had a hit in this group.
